# Luciferase inh – inhibitors of firefly (Photinus pyralis) luciferase; purified P. pyralis luciferase, luminescence, biochemical; Potency, µM (top dose mostly 115 µM), without a hit: at the top dose activity change, negative = inhibition, actives largely listed as inhibitors; 76,000 tested, 2.5% active; also: potency is read from the fitted curve at half-maximal effect; nearly all actives have a fitted effect of over 65% in size
# Target sequence (P08659 whole entry, looked up): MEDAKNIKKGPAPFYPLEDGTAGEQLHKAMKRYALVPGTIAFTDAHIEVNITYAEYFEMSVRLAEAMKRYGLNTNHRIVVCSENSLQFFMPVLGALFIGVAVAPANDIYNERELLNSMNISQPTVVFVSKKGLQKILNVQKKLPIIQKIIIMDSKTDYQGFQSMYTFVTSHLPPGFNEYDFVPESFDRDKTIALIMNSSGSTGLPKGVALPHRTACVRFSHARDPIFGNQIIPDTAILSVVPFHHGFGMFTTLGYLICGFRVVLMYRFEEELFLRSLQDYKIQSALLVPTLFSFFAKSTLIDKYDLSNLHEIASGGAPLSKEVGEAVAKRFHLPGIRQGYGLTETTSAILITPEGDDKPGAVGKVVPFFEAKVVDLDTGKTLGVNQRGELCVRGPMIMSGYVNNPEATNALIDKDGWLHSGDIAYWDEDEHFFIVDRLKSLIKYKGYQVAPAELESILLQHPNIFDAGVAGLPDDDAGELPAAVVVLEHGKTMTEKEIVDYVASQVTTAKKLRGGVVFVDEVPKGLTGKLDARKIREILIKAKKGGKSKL
#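 Luminescence read by CCD imager after adding enzyme (10nM final) to wells holding compound, titrated in qHTS. Substrates 10uM each D-luciferin and ATP; buffer 50mM Tris acetate pH 7.5, 10mM Mg acetate, Tween-20, BSA.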
# GPT2 inhibitor – GPT2 alanine aminotransferase inhibition. Q8TD30. 100,000 tested, 0.25% active. Recombinant GPT2, coupled pyruvate oxidase/HRP Amplex Red fluorescence. Potency, µM (doses to about 57.7 µM), without a hit: at the top dose activity change, negative = inhibition, usual class: inhibitors; also: potency is read from the fitted curve at half-maximal effect; nearly all actives have a fitted effect of over 60% in size; many of its hits are not listed in these tables
# Target sequence (Q8TD30 whole entry, looked up): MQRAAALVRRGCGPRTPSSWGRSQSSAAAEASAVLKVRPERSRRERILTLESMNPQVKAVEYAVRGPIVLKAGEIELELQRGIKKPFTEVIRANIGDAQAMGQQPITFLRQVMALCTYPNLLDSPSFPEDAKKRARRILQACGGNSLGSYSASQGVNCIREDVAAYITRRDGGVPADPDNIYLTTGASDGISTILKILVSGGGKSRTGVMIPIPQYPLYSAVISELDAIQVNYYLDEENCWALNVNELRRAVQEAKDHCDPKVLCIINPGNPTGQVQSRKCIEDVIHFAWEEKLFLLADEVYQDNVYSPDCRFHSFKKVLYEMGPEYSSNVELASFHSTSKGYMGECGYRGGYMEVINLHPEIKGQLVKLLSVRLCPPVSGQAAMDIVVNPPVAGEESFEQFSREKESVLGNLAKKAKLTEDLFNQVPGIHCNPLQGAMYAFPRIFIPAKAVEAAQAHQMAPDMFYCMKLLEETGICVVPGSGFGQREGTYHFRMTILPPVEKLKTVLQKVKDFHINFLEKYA
#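 Recombinant GPT2 (10ng/uL) with 250uM a-KG and 2mM L-alanine, 30 min at room temperature, in HEPES pH 7.5 buffer. Pyruvate detected by pyruvate oxidase/HRP/Amplex Red fluorescence after 30 min in the dark; AOA (50uM) as positive control.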
# IP6K1 inhibitor – IP6K1 kinase inhibition; 140,000 tested, 0.81% active; IP6K1 kinase, ADP-Glo luminescence, 2 h; stronger effect = lower value; Q92551; AID 1645851; activity change, % (series mostly up to about 58 µM); in the data active = activity change below about -25%
#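 ADP-Glo luminescence measures ADP made by human IP6K1 during a 2 h RT reaction with ATP/IP6 (mix at 1.3 mM/130 uM); top library doses 57.5 and 19.1 uM final.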
# HEK cytotox – kills HEK 293 cells; HEK 293 viability, ATP luminescence (CellTiter-Glo), 48-72 h; Potency, µM (titrated, usually from 115 µM), for inactives: top-dose activity change, negative = cytotoxicity, most hits filed as inhibitors; 94,000 tested, 6.6% active; AID 1345083; also: potency is read from the fitted curve at half-maximal effect; nearly all actives have a fitted effect of over 60% in size
#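 HEK 293 cells seeded at 250 cells/well were exposed to compound for 48 or 72 hr at 37 degree Celsius. Viability taken as ATP content by CellTiter-Glo luminescence.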
# SNCA expr inh – SNCA gene expression inhibition; HEK-293 SNCA-luciferase knock-in, luminescence, 24 h; AID 1671194; Potency, µM (series often up to 57.2 µM), for inactives: at the top dose activity change, negative = inhibition, usual class: inhibitors; 140,000 tested, 0.17% active;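 also: potency is read from the fitted curve at half-maximal effect; plate controls were DMSO cells for no effect and cell-free wells for full effect; nearly all actives have a fitted effect of over 45% in size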
# SNCA viab count – reduces viability of HEK-293 SNCA reporter cells | HEK-293-SNCA-luc viability, GF-AFC fluorescence, 24 h | Potency, µM (titrated, usually from 57.1 µM), for the others: at the top dose activity change, negative = cytotoxicity, most hits filed as cytotoxic | 150,000 tested, 0.12% active | AID 1671193;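 also: potency is read from the fitted curve at half-maximal effect; 0% = DMSO-treated cells and -100% = medium-only wells without cells; nearly all actives have a fitted effect of over 30% in size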
#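 Cytotoxicity counterscreen: after 24 h compound treatment of genome-edited SNCA-luciferase HEK-293 cells, live-cell protease substrate GF-AFC read by fluorescence after 30 min; activity scaled between DMSO (0%) and medium-only (-100%), curves Hill-fitted.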
# NIH3T3 tox – cytotoxic compounds in NIH 3T3 cells. NIH 3T3 viability, CellTiter-Glo ATP luminescence, 48-72 h. Potency, µM (series often up to 96.7 µM), for inactives: at the top dose activity change, negative = cytotoxicity, most hits filed as inhibitors. 94,000 tested, 4.3% active. AID 1345082; also: potency is read from the fitted curve at half-maximal effect; nearly all actives have a fitted effect of over 55% in size
#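 Cytotoxicity is measured as loss of cellular ATP: NIH 3T3 cells (400/well) are exposed to compound for 48 or 72 hr at 37 °C, then CellTiter-Glo luminescence is imaged after 10 min at room temperature.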
# * marks the source's active call; other numbers are inactive results; i = inactive; ? = inconclusive; . = no result given; & = joins results of further samples; [ ] = remark or other dose. Unless noted, calls follow the shape of the dose curve; as a rule, active = well fitted curve in the direction sought with a large enough effect; inconclusive = small, poorly fitted or top-dose-only effect, or another doubt; inactive = no such curve, though single readings can be large; an effect the other way counts as inactive or inconclusive. Unless noted, % is scaled to controls: 0 for no effect and ±100 for the full control effect.
# Values run as follows: SNCA viab count, IP6K1 inhibitor, GPT2 inhibitor, Luciferase inh, SNCA expr inh, NIH3T3 tox, HEK cytotox
- CCCn1c(=O)sc2cc(NC(=O)c3ccc(OC)c(Br)c3)ccc21
 : -10.2%, 18.5, ., ., -14.7%, ., .
- O=C(Nc1ccc2c(c1)OCCO2)N[C@@H]1C[C@H](CO)[C@@H](O)[C@H]1O
 : -5.1%[87.6 µM], 5.9, -7.4%[88.5 µM], ?, 7.3%[87.6 µM], -1.6%[138 µM], 4.5%[172 µM]
- COC(=O)CNC(=O)C1CCN(c2nccc(Nc3ccccc3F)n2)CC1
 : -15.5%, -2.6, i, ., -10.7%, -18.4%, 1.1%
- O=C(O)[C@H](O)c1ccccc1
 : -15.2%[23.9 µM], 6.7, 0.8%, ., -62.0%[25.6 µM], ., .
- COc1cccc(-c2noc(-c3cc(C(C)C)[nH]n3)n2)c1OC
 : 7.3%, 1.0, ., ., 207.9%[activator], ., .
- CCOc1cc(-c2nc(C3CC(=O)N(c4ccc(F)c(Cl)c4)C3)no2)cc(OCC)c1OCC (centres undefined)
 : -5.3%, 2.1, i, 1.5%, 14.7%, 1.0%, -5.4%
- Cc1nc(C)c(C(=O)N2CCC(Cn3c(C)cnc3C3CCC3)C2)s1 (centres undefined)
 : 12.3%, 21.9, -34.6%, ., 2.6%, -14.8%, ?
- CCOc1ccc(NC(=O)Cn2nc3n(c2=O)CCCC3)cc1
 : -3.1%, 3.3, 1.5%, -2.6%, -7.1%, -10.4%, 3.3%
- COc1ccc(CNC(=O)C2CCCN(C(=O)c3cnn(-c4ccc(F)cc4)c3-n3cccc3)C2)cc1 (centres undefined)
 : 1.3%, -3.0, ., ., 1.3%, ., .
- CCOc1ccccc1C(=O)NCc1nc2cccnc2n1Cc1ccc(C)cc1
 : -26.5%, -4.0, ., ., 12.5%, ., .
- CCn1ncc(N2CCC(NC(=O)CC(C)C)CC2)cc1=O
 : -12.4%, 35.2, 0.1%, 0.1%, -0.4%, -14.5%, -1.6%
- CC(C)(C)CN1CCOC[C@H]1c1ncc(-c2ccc(S(C)(=O)=O)cc2)[nH]1
 : -5.8%[87.6 µM], 12.4, -10.3%[88.5 µM], -6.2%[172 µM], 4.2%[87.6 µM], -19.8%[174 µM], -9.9%[172 µM]
- OCc1ccc(O[C@@H]2O[C@H](CO)[C@@H](O)[C@H](O)[C@H]2O)cc1
 : 0.8%, -8.0, i, ., ., ., .
- O=C1CCCCC(CNC(=O)c2cccc(F)c2)N1 (centres undefined)
 : -6.5%, -9.6, i, 0.9%, -21.4%, i, i
- CCn1ncc(N2CCCC(CC(=O)NCc3ccccc3OC)C2)cc1=O (centres undefined)
 : -0.8%, 5.0, i, 11.5%, 19.2%, i, 6.0%
- C#CCNC(=O)C1=NOC2CN(C(=O)Nc3cccnc3)CC12 (centres undefined)
 : 15.0%, 1.1, i, ., 2.2%, -8.7%, -2.5%
- Cc1ccc(CN(C(=O)COc2ccc(Cl)cc2)c2ccccn2)o1
 : 8.1%, 18.2, ., ., 78.3%[activator], ., .
- COc1ccccc1CNC(=O)C1CCN(c2cn[nH]c(=O)c2)C1 (centres undefined)
 : 0.8%, 5.2, 2.7%, 6.5%, -21.9%, -4.0%, 1.1%
- COc1ccc(CC(=O)N[C@H]2[C@H](O)[C@H](O)C[C@@H]2c2ccc(C(F)(F)F)cc2)cc1
 : 4.5%[87.6 µM], -0.6, -2.9%[88.5 µM], -1.1%[172 µM], 9.6%[87.6 µM], -12.7%[138 µM], -16.1%[172 µM]
- O=C(Cn1nc2c(cc1=O)CCCCC2)Nc1nc2c(s1)CCCC2
 : 2.7%, -1.1, -1.5%, 3.3%, 14.2%, -15.6%, ?
- COc1cc(C2c3c(oc4ccccc4c3=O)C(=O)N2Cc2ccc(C)cc2)ccc1O (centres undefined)
 : -2.8%, -11.6, ., ., 31.5%[activator], ., .
- COC(=O)c1ccc(NC(=O)CN2CCN(c3ccc(Cl)cc3)CC2)cc1
 : 3.6%, 10.1, ., ., 4.2%, ., .
- NC(=O)c1ccnc(-c2cc(NCc3ccccn3)nc3[nH]ccc23)c1
 : -8.3%, 4.2, i, ?, 2.3%, -21.3%, i
- O=C(c1cc(-c2cccc(C(F)(F)F)c2)c2nncn2n1)N1CCCC1
 : 12.3%&-3.6%, 14.9&16.5, -3.0%&3.0%, ., -13.6%&-19.1%, -8.0%&-22.6%, 2.1%&1.8%
- CC(C)NC(=O)N1CCN2C(=O)N(Cc3ccc(F)cc3)C[C@H]2C1
 : 0.8%[87.6 µM], -3.3, -5.6%[88.5 µM], -4.2%[172 µM], -17.2%[87.6 µM], 0.1%[174 µM], i
- Cc1nc(-c2ccncc2)ncc1C(C)NC(=O)C1=NN(C)C(=O)CC1 (centres undefined)
 : 2.3%, 9.0, ?, 3.1%, ?, -10.3%, 2.9%
- CN(Cc1ccccc1)C(=O)[C@@H]1Cc2nc[nH]c2CN1C(=O)CC(C)(C)CC(=O)O
 : -2.9%[87.6 µM], 5.7, -6.0%[88.5 µM], -0.1%[172 µM], -12.2%[87.6 µM], 2.6%[138 µM], 0.7%[172 µM]
- O=C([C@@H]1C[C@H](Oc2cccnc2)CN1C(=O)COc1ccc(F)cc1)N1CCOCC1
 : -6.8%, 4.9, -27.7%, -14.6%, -5.5%, -13.7%, -18.5%
- C/C(=C\C(=O)C(C)C1CCC2C3=C(CCC21C)C1(C)CCC(=O)C(C)(C)C1(O)CC3)C(C)(C)O (centres undefined)
 : -16.3%[23.9 µM], 10.0, ?, ., ., ., .
- CNC1CCC(N(Cc2cccc(-c3ccncc3)c2)C(=O)c2sc3c(F)ccc(F)c3c2Cl)CC1 (centres undefined)
 : -19.3%&-10.7%, 5.9, ?, ., -17.4%, ., .
- Cc1cccc(Cn2cc(S(=O)(=O)c3ccc(Cl)cc3)c(=O)c3cc4c(cc32)OCO4)c1
 : -6.4%, -7.0, ., ., -16.8%, ., .
- CSc1cccc(NC(=O)CCn2ccn3nc4c(c3c2=O)CCCC4)c1
 : -11.9%, -1.3, i, -27.3%, 14.0%, -30.9%, ?
- O=C(CN1CCCN(Cc2ccccc2Cl)S1(=O)=O)NCc1ccccc1
 : 8.5%, -14.3, ., ., 38.6%, ., .
- O=C1NCCCCCN(C(=O)Cc2cccc(F)c2)[C@H]2CCC[C@@H]12
 : 5.4%, -8.1, i, -1.7%, 22.3%, -11.9%, -13.7%
- O=C(Nc1cccc(-c2nnc3n2CCCC3)c1)c1cnccn1
 : -10.5%, -5.8, -0.9%, -1.9%, -9.6%, -11.1%, -1.1%
- Cc1ccc(Cc2c(C)nc3nc(SCC(=O)NCCN4CCNCC4)nn3c2C)cc1
 : -15.4%, -6.7, i, ., ., ., .
- O=C1CCN(C2CCCCC2)CCOCCN1
 : 9.6%, 10.4, i, -1.5%, -2.2%, -20.9%, -6.3%
- Cc1ccc(Cl)cc1N1CCN(C(=O)CCCCCn2c(=O)[nH]c3ccccc3c2=O)CC1
 : -4.1%, 5.5, ., ., 68.5%[activator], ., .
- COc1cc(OC)cc(N2C(=O)CSC23C(=O)Nc2ccccc23)c1 (centres undefined)
 : 2.5%, -4.3, ., ., -5.0%, ., .
- O=C(NC1CC(=O)N(c2ccccc2)C1)c1ccc(S(=O)(=O)N2CCCCC2)cc1 (centres undefined)
 : 5.4%, -5.4, ., ., -4.2%, ., .
- COc1ccc(N2CC(c3noc(-c4cccc(F)c4)n3)CC2=O)cc1 (centres undefined)
 : 10.7%, -5.8, i, -18.0%, 0.8%, ?, ?
- O=C(NC1CC1)[C@@H]1C[C@H](Oc2ccccc2)CN1C(=O)CCC1CCCC1
 : -13.7%, 12.4, 2.2%, -7.6%, -10.7%, -28.4%, 1.2%
- COc1cccc(S(=O)(=O)N2CCC3(CC2)CC(OCC2CC2)CCO3)c1 (centres undefined)
 : -2.3%[12.5 µM], -2.8, i, -2.4%, ?, -14.3%, -10.6%
- COc1cccc(N2CCN(C(=O)C3Cc4ccccc4N3C(C)=O)CC2)c1 (centres undefined)
 : -1.6%, 4.0, ., ., 35.6%[activator], ., .
- O=C(CNC(=O)c1ccc(Cl)cc1)OCc1cc(=O)n2nc(C3CCCCC3)sc2n1
 : 3.3%, -11.3, ., ., -2.5%, ., .
- CCCc1noc(-c2cccn3c(CNC(=O)c4ccccc4F)nnc23)n1
 : 6.9%, 13.4, 3.5%, 2.9%, -0.1%, -22.6%, -20.7%
- NC(=O)[C@H](CC1CCCCC1)NC(=O)[C@@H]1CN(C(=O)Nc2ccccc2)CCN1S(=O)(=O)c1ccccc1
 : -4.8%, 0.6, i, -4.3%, -3.7%, -16.4%, -27.3%
- COC[C@]1(O)CCN(C(=O)CN2CCCC2)CC1(C)C
 : 3.2%, -3.9, i, ?, 120.3%[activator], -22.1%, ?
- Cc1noc(C)c1S(=O)(=O)NCC(=O)N1CCCCCCNC(=O)CC1c1ccccc1 (centres undefined)
 : -2.6%, 0.0, -1.0%, -4.6%, 3.3%, -9.6%, -3.3%
- O=C(NC1CCCCC1)c1cc2c(s1)CCN(C(=O)c1ccc(F)cc1)C2
 : -5.7%, -5.1, 0.8%, 4.8%, ?, i, 1.7%
- CCOc1ccc(Nc2nc(Nc3ccc(OCC)cc3)nc(N3CCOCC3)n2)cc1
 : -1.3%, 13.0, ., ., -12.5%, ., .
- COc1ccc(CN2CCCC23Cc2ccccc2CNC3=O)cc1OC (centres undefined)
 : 5.4%, 0.5, -8.2%, ., 23.2%, -3.1%, -18.0%
- Cc1noc([C@@H]2C[C@H](NC(=O)C3CCCCC3)CN2C)n1
 : 2.6%[87.6 µM], 17.7, i, -9.8%[230 µM], -16.2%[87.6 µM], 2.9%[230 µM], 4.2%[230 µM]
- CC(C)CNC(=O)c1cn2cc(-c3cccnc3)sc2n1
 : 0.7%[87.6 µM], 6.5, i, ., 93.7%[activator][87.6 µM], ?, ?
- CNC(=O)CCn1ncc2cc(OC3CCc4cccc(-c5ccc(OC)cc5)c43)ccc21 (centres undefined)
 : ?, -8.7, -0.9%[88.5 µM], -3.6%[172 µM], ?, 50.1µM*, 79.4µM*
- Cc1nn(C)c(=O)n1C1CCN(C(=O)c2ccco2)CC1
 : ?, 10.5, -33.7%, ., 22.5%, -19.5%, -12.3%
- COc1cccc(-c2nc(SCC(=O)NCc3ccco3)c3c(=O)n(C)c(=O)n(C)c3n2)c1
 : 10.0%, 15.8, ., ., 0.5%, ., .
- COc1cccc(CC(=O)N2CCC3(CC2)CC(O)CCO3)c1 (centres undefined)
 : 14.5%[12.5 µM], 2.5, -6.1%, -9.9%, 31.9%[activator], i, -22.5%
- Cc1noc(C)c1[S+](=O)([O-])N1CCn2c(nnc2C2CCCNC2)C1 (centres undefined)
 : 5.3%, 2.5, -7.4%, -3.1%, ?, -1.2%, -3.0%

# Source: PubChem (National Center for Advancing Translational Sciences (NCATS))
